Bioassay records from PubChem.
NCI-60 one-dose screen, 48 h, at 10 µM unless noted. Numbers give growth in % (100 = growth as untreated, 0 = no growth, -100 = all killed).
HL-60(TB): HL-60(TB) leukemia cells. actives 9% (n = 78,000); active = growth percent below 10
An asterisk follows results filed as active; & = joins results of further samples.

nr	Compound	HL-60(TB)
1	N#CCC(=O)NN=C1CCCCC1	101
2	CC[C@H](c1ccc(O)cc1)[C@@H](CC)c1ccc(O)cc1	105
3	C=C(C)[C@@H]1CC[C@]2(C)CC[C@]3(C)[C@H](CC[C@@H]4[C@@]5(C)C/C(=C/c6cccnc6)C(=O)C(C)(C)[C@@H]5CC[C@]43C)[C@@H]12	101
4	CCCCCCCCCCCC1=NC(C)(CO)CO1 (configuration not stated)	83
5	O=c1c2cc(F)ccc2nc(SCc2ccccc2F)n1-c1ccccc1	98
6	O=Cc1ncc(-c2cc(C(F)(F)F)cc(C(F)(F)F)c2)c(NC2CCCCCC2)n1	83
7	O=C(COc1ccccc1)NCCO	67
8	O=S(=O)(c1ccc(Br)cc1)c1nc(-c2ccccc2)oc1NCCCn1ccnc1	63
9	Cc1cccc(-n2c(C)nc3ccc(NC(=O)NCCCl)cc3c2=O)c1	113
10	COC(=O)c1nnn(-c2ccc(Cl)cc2Cl)c1N	77
11	CN1CSC(=S)N(c2ccc(Cl)cc2)C1	87
12	Oc1ccc(N=Nc2ccccn2)c(O)c1	-37*
13	NS(=O)(=O)c1ccc(Nc2nc(Nc3ccccc3)nc3nnc(SCC(=O)NC4CCCCC4)n23)cc1	106
14	CCCCCCNC(=O)Oc1ccc(/C(=C(/C)c2ccccc2)c2ccc(OCCN3CCCCCC3)cc2)cc1	-40*
15	N#Cc1nn(-c2ccc(Cl)cc2)nc1N1CCCCC1	97
16	CCN(CC)CCCC(C)Nc1ccnc2cc(C(F)(F)F)ccc12 (configuration not stated)	95
17	COc1cc(/C=C(\C)c2ccc3c(c2)OCO3)cc(OC)c1OC	97
18	O=C(Nc1cccc2[nH]c(C(F)(F)F)nc12)c1ccc(-n2cnnn2)cc1	1.3*
19	O=C1N[C@@H](Cc2c[nH]c3ccccc23)C(=O)N(Cc2cccc(O)c2)[C@H]1Cc1ccccc1	104
20	Oc1ccc(N=Cc2ccccc2O)cc1	63

Overlap with the part before: five entries, followed by the next part.
nr	Compound	HL-60(TB)
16	CCN(CC)CCCC(C)Nc1ccnc2cc(C(F)(F)F)ccc12 (configuration not stated)	95
17	COc1cc(/C=C(\C)c2ccc3c(c2)OCO3)cc(OC)c1OC	97
18	O=C(Nc1cccc2[nH]c(C(F)(F)F)nc12)c1ccc(-n2cnnn2)cc1	1.3*
19	O=C1N[C@@H](Cc2c[nH]c3ccccc23)C(=O)N(Cc2cccc(O)c2)[C@H]1Cc1ccccc1	104
20	Oc1ccc(N=Cc2ccccc2O)cc1	63
21	Nc1ncnc(Nc2ccc(C(F)(F)F)cc2)n1	89
22	COc1cc(C2C3=C(CC(C)(C)CC3=O)N(CCO)c3cc4c(cc32)CCC4)cc(OC)c1OC (configuration not stated)	82
23	O=C(C[n+]1ccc2ccccc2c1)c1cccs1	103
24	Cc1ccc(/C=C2\SC(=S)N(CCCC(=O)O)C2=O)cc1	159
25	O=C(/C=C/Nc1ccccc1)c1cc2ccccc2oc1=O	102
26	C#CCOc1ccccc1C(OC(=O)c1ccc(Cl)cc1Cl)C(=O)NC(C)(C)C(C)(C)C (configuration not stated)	89
27	Brc1ccc(/C=N/Nc2nnc(-c3ccncc3)o2)cc1	98
28	CCOC(=O)C1CCCNC1=O (configuration not stated)	106
29	O=[N+]([O-])c1ccc(Oc2ccccc2C2CCCCC2)c([N+](=O)[O-])c1	86
30	COC(=O)C1=NC(=O)C(C#N)=C(C(=O)OC)C1(C(=O)c1ccc(OC)cc1)c1ccc(OC)cc1 (configuration not stated)	93
31	CN(C)c1nc(N)nc(N)n1	105
32	CC[C@H](C)C(NC(=O)[C@@H](NC(=O)[C@@H]1CCCN1C(=O)CNC(=O)[C@H](C)N)C(C)C)C(=O)OC (some centres not stated)	100
33	O=S(=O)(NCCCNc1nccc(-n2ccc3cccnc32)n1)c1ccccc1	104
34	C[C@H](Oc1ccc(C(=O)NS(=O)(=O)C(C)(C)C)cc1C(F)(F)F)c1ccc(Oc2ccccc2)cn1	98
35	COC(=O)CCCCCc1ccc(Cc2ccc(CCCCCC(=O)OC)cc2)cc1	106
36	Cc1ccccc1N1COOC2(OOC1)C1CC3CC(C1)CC2C3	85
37	O=c1[nH]c2ccccc2c(O)c1/C=N/Nc1nc(-c2ccccc2)cs1	87
38	Nc1ccc(OCCNS(=O)(=O)c2cccc(S(=O)(=O)F)c2)c(Cl)c1	98
39	COc1ccc(-c2nc(NN3C(=O)C4C=CC=CC4C(=O)OC3c3ccc(OC)c(O)c3)[nH]c(=O)c2Br)cc1 (configuration not stated)	102
40	CCOC(=O)C(C)OC(=O)C(C)O (configuration not stated)	105

Screen by screen, quoted from above.
HL-60(TB) for nos. 25–36: 102, 89, 98, 106, 86, 93, 105, 100, 104, 98, 106, 85

(next part)
nr	Compound	HL-60(TB)
41	CCO/C=N/C1=C(C#N)C(c2ccc(Cl)cc2)c2sc3c(F)cccc3c2O1 (configuration not stated)	56
42	Cn1cc(NC(=O)c2cc(NC(=O)CCSc3ccc4ccccc4c3)cn2C)cc1C(=O)NCCCN1CCOCC1	92
43	O=CNc1ccc(Cl)c(Cl)c1	98
44	CCCN1C(=O)c2c(F)c(F)c(F)c(F)c2C1=O	86
45	COc1cc2c(Nc3ccc(-c4ccc(N)cc4)cc3)ncnc2c(OC)c1OC	12
46	Cc1ccc(S(=O)(=O)c2nc(-c3ccccc3)oc2Sc2nc3ccccc3s2)cc1	72
47	O=P(Oc1ccc(OP(=O)(N2CC2)N2CC2)cc1)(N1CC1)N1CC1	71
48	COc1ccc(C(=O)C(CCC(CNC(C)(C)C)C(=O)c2ccc(OC)cc2)CNC(C)(C)C)cc1 (configuration not stated)	97
49	CCCCn1c(-c2ccc(C(=O)O/N=C(\N)c3ccc(OC)cc3)cc2)nc(-c2ccccc2)c1-c1ccccc1	-62*
50	N#Cc1ccc(C(=O)c2c(N)c(C#N)cn2Cc2ccc(Cl)cc2Cl)cc1	111
51	COC(=O)CCc1c(/C=C2\N=C(c3ccc[nH]3)C=C2OC)[nH]c(C)c1C(=O)OCc1ccccc1	-14*
52	C=C1C(=O)O[C@H]2[C@H]1CC/C(Cn1cc(CCC)nn1)=C\CC[C@@]1(C)O[C@@H]21	-14*
53	COc1ccc(/C(=C/c2cc(OC)c(OC)c(OC)c2)[N+](=O)[O-])cc1	-26*
54	COc1ccc(C(=O)CSc2nnc3sc(Nc4cccc(Cl)c4)nn23)cc1	86
55	COc1ccc(NC(=O)c2sc3nc(C)c(C(C)=O)cc3c2N)cc1	94
56	CCOC(=O)CCCCn1c(-c2ccccc2)cc(-c2ccccc2)c(C#N)c1=O	106
57	O=C(O)/C=C/c1cc2c(cc1[N+](=O)[O-])OCO2	102
58	CC1N/C(=C/c2ccccc2)C(=O)O1 (configuration not stated)	86
59	O=C1c2ccccc2C(=O)N1[C@@H]1C(=O)N2CCS[C@]12C(=O)OCc1ccccc1	87
60	COc1cc(C(=O)O)nc(N)n1	97
61	Cc1cc(=O)n2c(C(=O)NN)nn(-c3ccc(S(N)(=O)=O)cc3)c2n1	100
62	O=C(CSc1nnc(Cn2c(C(F)(F)F)nc3ccccc32)o1)N1CCOCC1	100
63	COc1ccccc1OC(=O)c1ccccc1	90
64	CCC1(C)COC(c2ccc3c(c2)OCO3)OC1 (configuration not stated)	130
65	C#CCN	111
66	ClCc1c(Cl)c(Cl)c(Cl)c(CCl)c1Cl	80
67	CCCCCCCC(=O)Nc1cc2c3c(c1)CCC(=O)N3CCC2	119
68	CCOC(=O)/C=C(/C)NC(N)=O	111
69	COc1cccc(/C=C2\SC(=S)N(c3ccccn3)C2=O)c1OC	99
70	COC1/C=C\OC2(C)Oc3c(C)c(O)c4c(O)c(c(CN(C)CCO)c(O)c4c3C2=O)NC(=O)/C(C)=C\C=C/C(C)C(O)C(C)C(O)C(C)C(OC(C)=O)C1C (configuration not stated)	114
71	Oc1c(Cc2ccccc2)nc2c(-c3nc4ccccc4s3)c(Nc3ccccc3)[nH]n12	127
72	Cc1ccccc1NS(=O)(=O)c1ccc(-c2cc3ccccc3c(=O)o2)cc1	106
73	Cc1nn2c(CO)c(C)nc2s1	95
74	CCCN(CCC)C(=O)[C@@H](CC)[C@@H]1CC[C@@H](C)[C@@H]([C@H](C)[C@@H](O)[C@@H](C)C(=O)[C@H](CC)C2O[C@]3(C=CC(=O)[C@]4(CC[C@@](C)([C@H]5CC[C@](O)(CC)[C@H](C)O5)O4)O3)[C@H](C)C[C@@H]2C)O1 (some centres not stated)	103
75	Cc1ccc(S(=O)(=O)NCCCNc2nccc(-c3c(-c4cccc(F)c4)nc4occn34)n2)cc1	45
76	Cc1ccc2cc(/C=C3\SC(=Nc4ccc(S(N)(=O)=O)cc4)NC3=O)c(Cl)nc2c1	110
77	O=C(c1nc2ccccc2[nH]1)C1C(c2cccc([N+](=O)[O-])c2)C2CC3CCCCC3N2[C@@]12C(=O)Nc1cc(Cl)ccc12 (some centres not stated)	4.0*
78	Clc1ccc(N2CCN(CCCN3CCN(c4cccc(Cl)c4)CC3)CC2)cc1	17
79	COc1ccc(/C=C2\COc3ccc(O)c(O)c3C2=O)cc1OC	-29*
80	Cc1c(C(=O)OCCO)cc(-c2ccc(Cl)cc2)n1-c1ccc(Cl)cc1Cl	60
81	CCCc1cc2c(cc1N(C)S(=O)(=O)c1ccccc1)OCO2	80
82	COc1ccc(-c2nc3c(c(C)nn3-c3ccc(F)cc3)c(=O)[nH]2)cc1	70
83	C=CCN(CN(CC)CC)CN(CC)CC	78
84	CCOC(=O)CC(C)(C)C1CC1	100
85	COC(=O)c1c([N+](=O)[O-])ncn1[C@H]1OC[C@@H](OC(C)=O)[C@@H](OC(C)=O)[C@@H]1OC(C)=O	82
86	Cn1c(=O)c2c(nc(Nc3nc(Nc4ccc(S(N)(=O)=O)cc4)cs3)n2Cc2ccccc2)n(C)c1=O	98
87	COc1ccc2c(c1)c(-c1cc(N)n3nc(-c4cn(C)c5ccccc45)cc3n1)cn2C	-33*
88	FC(F)(F)c1cccc(Oc2ccc(Nc3ncnc4ccc(OCCCN5CCOCC5)cc34)cc2Cl)c1	33
89	Cc1c(C(=O)Nc2ccccc2)nnn1-c1ccc(Cl)cc1	99
90	O=C(CCCCCCN1CC(=O)N2[C@@H](C3CCCCC3)c3[nH]c4ccccc4c3C[C@H]2C1=O)NO	5.7*
91	O=C(Nc1ccc(Br)cc1F)c1cc(Br)ccc1O	-24*
92	CC[C@H](C)[C@H]1NC(=O)Nc2nc3ccccn3c2C1=O	93
93	O=C(O)c1cccc([N+](=O)[O-])c1C(=O)O	103
94	CCOC(=O)c1cc(CCCSc2ccc(-c3noc(C(F)(F)F)n3)cc2C)on1	101
95	Cc1ccc2nc(SCC(=O)Nc3ccc(-c4nc5ccccc5s4)c(Cl)c3)[nH]c2c1	111
96	Oc1cccc(-c2nc(-c3n[nH]c(=S)n3-c3ccccc3)cc3c2[nH]c2ccccc23)c1	4.3*
97	CC(=O)CC(=O)SC1=NCCS1	107
98	CC(=O)Oc1ccc(OC(C)=O)c(C(=O)O)c1	111
99	N#Cc1c(N)nc2c(c(N)nn2-c2ccccc2)c1-c1ccc(Cl)cc1	85
100	O=S(=O)(NCCCNc1cc(-c2c(-c3cccc(O)c3)nc3sccn23)ccn1)c1cccc(F)c1	96

Retrieved by compound from the list above, 2 records:
nr	Compound	HL-60(TB)
94	CCOC(=O)c1cc(CCCSc2ccc(-c3noc(C(F)(F)F)n3)cc2C)on1	101
89	Cc1c(C(=O)Nc2ccccc2)nnn1-c1ccc(Cl)cc1	99

Carrying on:
nr	Compound	HL-60(TB)
101	CN1C(=O)C(Nc2ccc(C(=O)Nc3ccc(Cl)cc3)cc2)=C(c2ccccc2)C1=O	66
102	Clc1ccc(CSCc2ccc(Cl)cc2)cc1	96
103	CC(=O)Nc1ccc(S(=O)(=O)CCc2ccncc2)cc1	99
104	COc1ccc2c(c1)c1n[nH]c(=S)nc1n2CC(=O)O	108
105	CC(=O)N(CC(O)CO)c1c(I)c(C(=O)NCCO)c(I)c(C(=O)NCC(O)CO)c1I (configuration not stated)	92
106	Cc1nc2ncccc2c(=O)n1-c1ccc(S(=O)(=O)Nc2nccs2)cc1	88
107	COC1=C[C@]23CCC(=O)N2CCc2cc4c(cc2[C@@H]3[C@@H]1OC(=O)C(C)(C)O)OCO4	104
108	COc1ccc(C(=O)COc2ccc3c(c2)O/C(=C\c2ccc(Cl)cc2)C3=O)cc1	89
109	Clc1ccccc1CSc1ncnc2nc[nH]c12	60
110	NC(=O)C1(Nc2ccc(Cl)cc2)CCCC1	85
111	CNC(=O)Oc1c(Cl)cccc1SSc1cccc(Cl)c1OC(=O)NC	102
112	O=C(O)c1ccc(-c2nn(-c3ccc(C(F)(F)F)cc3)cc2CNc2cccc(Br)c2)cc1	98
113	O=C1NC(=O)C(c2ccccc2)(C2CCCC2)N1 (configuration not stated)	48
114	CC(=O)/C(C)=N\OC(=O)Nc1ccccc1	102
115	O=C(CCl)NC(Cc1c[nH]c2ccccc12)C(=O)O (configuration not stated)	106&104
116	CC(C)(NC(=O)O[C@H]1CCNC1)c1csc(-c2ccc(F)cc2)n1	96
117	O=c1oc2c(cc1-c1ccc(F)cc1)C(O)Oc1ccccc1-2 (configuration not stated)	101
118	COc1ccc(/C=C/C(=O)c2ccc(NC(=O)CSc3nc(-c4ccc(OC)c(OC)c4)c(C#N)c(=O)[nH]3)cc2)cc1OC	99
119	COc1cc(/C=C2\C(=O)N(CCCCCCOc3cc(O)c4c(=O)cc(-c5ccccc5)oc4c3)c3ccccc32)cc(OC)c1OC	102
120	COc1cc(OC)c(C(=O)/C=C/c2ccc(C(F)(F)F)cc2)c(OC)c1	45
121	CCN(CC)CCSCCN(CC)CC	100
122	C[n+]1ccccc1C=O	101
123	Brc1ccc(N/N=C/c2c[nH]c3ccccc23)nc1	13
124	COc1ccc(CCN(C)CCCC(C#N)(c2cc(OC)c(OC)c(OC)c2)C(C)C)cc1OC (configuration not stated)	106

This is a subset. The share of hits here may be higher or lower than overall.
